KLK7 zymogen act – proKLK7 (human) activation, primary screen | P49862 | purified proKLK7, EDANS-DABCYL substrate fluorescence; 100% is mature enzyme control, 0% vehicle | activation, % at 7 µM | actives 0.9% (n = 370,000);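 active = activation above the mean of all tested compounds plus 3 SD, computed per campaign excluding outliers beyond control limits, cut at about 13% in these data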
Target sequence (P49862 whole entry, looked up): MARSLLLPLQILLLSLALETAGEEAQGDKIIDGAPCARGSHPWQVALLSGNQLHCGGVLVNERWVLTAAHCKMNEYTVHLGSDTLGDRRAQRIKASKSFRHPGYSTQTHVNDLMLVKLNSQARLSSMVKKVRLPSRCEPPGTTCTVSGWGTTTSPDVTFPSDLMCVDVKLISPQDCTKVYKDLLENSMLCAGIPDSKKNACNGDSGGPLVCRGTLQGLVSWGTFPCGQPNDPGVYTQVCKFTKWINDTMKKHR
DDE Tn6 FP inh – DD(E)-Tn6 binding inhibition, primary FP screen; P02675; Fibrin DD(E) TRITC-Tn6 fluorescence polarization displacement; inhibition, % at 8.3 µM; actives 0.21% (n = 370,000);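 active = inhibition above a per-campaign cutoff: mean of compounds within control limits plus 3 SD, cut at about 15% in these data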;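 note: 0% = median of all compound wells on the plate and 100% = blocking peptide control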
ADAM10 inh – ADAM10 inhibition, QFRET primary screen. O14672. recombinant ADAM10, EDANS/DABCYL FRET peptide cleavage, 3 h. inhibition, % at 7 µM. actives 0.62% (n = 370,000). AID 720582;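 active = inhibition above a per-campaign cutoff equal to the mean of compounds falling between control-based bounds plus 3 SD, cut at about 20% in these data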;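 note: 0% = DMSO wells while the 100% control is not disclosed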
ADAM17 inh – inhibits human ADAM17; inhibition, % at 6.95 µM; recombinant ADAM17, EDANS/DABCYL FRET peptide cleavage; actives 0.83% (n = 370,000); P78536;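 active = inhibition above the mean of compounds lying between control limits plus 3 SD, set per campaign, cut at about 8.5% in these data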;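 note: 0% = DMSO-only wells as the low control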
Target sequence (P78536 215-824 limits assumed): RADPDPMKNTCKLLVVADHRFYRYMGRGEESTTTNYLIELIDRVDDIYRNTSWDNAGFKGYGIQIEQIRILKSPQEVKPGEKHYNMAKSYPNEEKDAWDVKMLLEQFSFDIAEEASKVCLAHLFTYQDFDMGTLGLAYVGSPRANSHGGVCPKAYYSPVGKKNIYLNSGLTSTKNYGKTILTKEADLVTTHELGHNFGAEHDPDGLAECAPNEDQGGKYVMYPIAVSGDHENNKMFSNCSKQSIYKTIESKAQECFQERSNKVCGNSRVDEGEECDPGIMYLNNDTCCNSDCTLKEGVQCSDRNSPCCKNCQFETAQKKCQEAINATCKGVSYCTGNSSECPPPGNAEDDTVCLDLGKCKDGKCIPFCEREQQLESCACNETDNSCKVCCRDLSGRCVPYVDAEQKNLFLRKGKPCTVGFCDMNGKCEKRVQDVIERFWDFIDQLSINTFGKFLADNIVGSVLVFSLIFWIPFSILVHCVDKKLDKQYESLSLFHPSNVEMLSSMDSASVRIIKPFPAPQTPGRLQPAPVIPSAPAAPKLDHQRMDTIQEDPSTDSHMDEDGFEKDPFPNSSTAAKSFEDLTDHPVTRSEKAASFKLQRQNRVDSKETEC
ASAP1 GAP inh – ASAP1 ArfGAP inhibition; inhibition, % at 16.5 µM; Q9ULH1; actives 0.19% (n = 360,000); ASAP1-stimulated ARF1 GTP hydrolysis, GDP FP detection; in the data active = inhibition above about 25%;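 note: 0% = vehicle with enzyme and substrate and 100% = no enzyme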
LEDGF integ inh – blocks HIV-1 LEDGF/p75-dependent DNA integration. TR-FRET IN-LEDGF/p75 DNA integration, Eu/Cy5. inhibition, % at 3.7 µM. actives 0.64% (n = 370,000). AID 743269;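 active = inhibition above the screen-wide mean plus 3 SD, cut at about 13% in these data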;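 note: signal is the Cy5 over europium emission ratio at 671 and 618 nm; 0% = plate median of compound wells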
ARFGAP1 inhibitor – inhibits rat ARF GTPase activating protein 1. Arfgap1-stimulated ARF1 GTP hydrolysis, GDP FP detection. inhibition, % at 16.5 µM. actives 0.26% (n = 360,000);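 active = inhibition above a per-plate limit, mean inhibition of low control wells plus 3 SD, cut at about 25% in these data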;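 note: 0% = DMSO wells with enzyme and 100% = wells lacking Arfgap1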
Target sequence (Q62848 1-136 limits assumed): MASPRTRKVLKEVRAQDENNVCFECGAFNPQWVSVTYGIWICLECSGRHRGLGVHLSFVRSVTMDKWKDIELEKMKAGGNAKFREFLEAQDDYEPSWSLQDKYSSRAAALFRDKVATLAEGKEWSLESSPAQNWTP
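Material: rat Arfgap1 catalytic domain, aa 1-136; also added: human ARF1(Δ1-17)-GTP substrate; compound dosing: one concentration, 16.5 µM, DMSO 1.26%; incubation: GTP hydrolysis reaction 2 h at 25 °C; measured by: Tracer-displacement fluorescence polarization with EDTA stop, 620/688 nm; evaluation: % inhibition from polarization; repeats: one replicate per compound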
TDP2 inh – TDP2 (human) inhibition, absorbance primary screen | actives 0.34% (n = 370,000) | inhibition, % at 12.8 µM | O95551 | recombinant TDP2, T5PNP hydrolysis, p-nitrophenol absorbance 415 nm;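 active = inhibition above the mean of all tested compounds plus 3 SD, set per campaign, cut at about 25% in these data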;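 note: 0% = DMSO with enzyme and 100% = buffer with substrate but no TDP2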
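Assay system: recombinant human TDP2 / Reagent: T5PNP substrate at 5 mM, a TopII-DNA adduct mimic / Measured by: epi absorbance from released p-nitrophenol / Evaluation: % inhibition relative to enzyme-containing and enzyme-free wells / Control set: enzyme-free and DMSO wells / Replicates: each compound tested once, singlicate / Schedule: enzyme reaction with compound for 2 h at 37 °C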
PLC-gamma1 inh – blocks human PLC-gamma1 enzyme activity; inhibition, % at 12.2 µM; actives 0.84% (n = 370,000); purified PLC-gamma1, fluorogenic substrate, fluorescence; P19174; in the data active = inhibition above about 9.5%
Tn7 DDE FP – disrupts Tn7 cyclic peptide binding to fibrin D-Dimer-E complex; inhibition, % at 8.3 µM; P02675; AID 720508; FP displacement of FITC-Tn7 peptide from fibrin DD(E); 0% = median of compound wells per plate; actives 0.13% (n = 370,000);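 active = inhibition above the mean of compounds falling within the control limits plus 3 SD of them, cut at about 14% in these data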;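 note: 0% = plate median of compound wells and 100% = 10 µM Aha-Tn7 peptide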
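Measure: % inhibition scaled between sample-field median and high-control FP; Test system: human fibrin DD(E); Quantity: 2 µM final DD(E) protein; Doses: one dose, 8.3 µM nominal; Schedule: compound with protein 10 min, then 3 h after probe, room temperature; Detection: fluorescence polarization; Medium: Tris buffer with calcium and detergent, pH 7.8.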
* marks the source's active call; other numbers are inactive results; i = inactive; nt = no result given; & = joins results of further samples.

KLK7 zymogen act	DDE Tn6 FP inh	ADAM10 inh	ADAM17 inh	ASAP1 GAP inh	LEDGF integ inh	ARFGAP1 inhibitor	Molecule	TDP2 inh	PLC-gamma1 inh	Tn7 DDE FP
-0.2	-3	1	1	-8	-2	5	CCC(C)Sc1ccc([C@H]2N[C@@](CC(C)C)(C(=O)OC)[C@H]3C(=O)N(C)C(=O)[C@@H]23)cc1 (some centres not stated)	-7	2	0
0.0	-9	5	2	-2	-1	4	O=C(NC(=S)Nc1ccccn1)c1ccco1	-4	4	2
-1.3	-3	-31	-5	6	7	5	COc1ccccc1/C=C\C=N\NC(=O)CCn1nnc2ccccc21	-18	3	-2
0.6	3	-4	2	1	1	4	CCOC(=O)[C@H]1[C@H]2COc3ccc(Br)cc3[C@@H]2N2C(=O)CN(C)C(=O)[C@@]12C	-5	-1	-7
-0.3	-2	-7	1	6	2	0	CC(NC(=O)c1ccccc1F)c1nnc(SCc2nc3ccccc3c(=O)[nH]2)n1C (configuration not stated)	-5	2	3
-0.7	2	-95	-43	14	-2	-5	N#C/C(=C\c1ccccc1C(=O)O)c1nc2ccccc2[nH]1	14	-219	0
-0.3	6	-8	-4	9	1	-6	CCC(=O)N(C)CCc1cc2c(c(OC)c1/C=N/Nc1ccc(C(=O)O)cc1)OCO2	22	-7	1
-2.3	-6	-9	-3	13	-1	13	CCOc1cc(C2Nc3ccccc3NC3=C2C(=O)CC(C)(C)C3)ccc1O (configuration not stated)	-8	-50	-8
0.0	-6	2	-4	9	6	6	CCOc1ccc(N2CC(C(=O)NCc3ccc(C)n3C)CC2=O)cc1 (configuration not stated)	-14	0	-6
-0.2	-1	-17	-9	5	2	-6	COc1ccc(C(=O)NNC2=CC(=O)CC(C)(C)C2)cc1OC	2	-16	-3
0.2	3	-6	-4	-5	4	-1	Cc1cccc(C)c1NC(=O)C1(C)CN(S(C)(=O)=O)CC(=O)N1Cc1cccs1 (configuration not stated)	6	-1	0
0.3	6	0	2	14	-2	14	COc1cc(C#N)ccc1OCC(=O)Nc1cccc(S(=O)(=O)N(C)c2ccccc2)c1	-5	1	4
-0.2	2	-13	0	-2	-2	0	CC(C)C[C@H](NC(=O)[C@H](Cc1ccccc1)n1c(=O)[nH]c2ccccc2c1=O)C(=O)N1CCC[C@@H]1C(=O)O	2	1	-8
0.0	2	-6	-1	nt	0	nt	C/C(=N/NC(=O)CN1CCN(Cc2ccccc2Cl)CC1)c1cccc(O)c1	-7	-3	-11
0.6	-9	-4	1	12	-1	-2	Cc1ccccc1-n1cnc2cc(NCc3cccs3)ccc21	-7	-8	3
0.0	-1	-9	-5	3	3	-6	CCCCn1c(N)c(N(CCOC)C(=O)C2CCN(S(=O)(=O)c3ccc(Cl)cc3)CC2)c(=O)[nH]c1=O	2	-4	4
-0.4	-1	8	1	4	-1	-13	COC(=O)[C@]12CCCCC=C1N(Cc1cccc3ccccc13)C(=O)[C@H](CC(=O)NCCC(C)C)C2	-4	5	-7
0.1	4	-46	-23	1	2	4	CCCNC(=O)COC(=O)c1cc(SC)ccc1Cl	0	-12	4
0.1	6	8	2	1	-1	12	CSc1nsc(SCC(=O)Nc2ccccc2)n1	-9	5	-4
-0.1	6	-7	-3	7	0	7	CC(C(=O)N1CCc2ccccc21)N1CCN(S(=O)(=O)c2ccc3c(c2)OCCCO3)CC1 (configuration not stated)	2	0	3
0.4	9	-13	-4	-1	-4	8	CC1CCCCC1NC(=O)CCn1c(=S)[nH]c2ccccc2c1=O (configuration not stated)	-9	-1	-6
-0.2	-1	-3	-4	7	1	-1	O=C(Oc1ccc(N(Cc2cccs2)C2=NS(=O)(=O)c3ccccc32)cc1)c1ccccc1	5	-1	-3
40*	4	i	-169	-23	-1	-5	N#Cc1nc(-c2ccccc2)oc1NCCN1CCCCC1	0	-375	1
-6.1	-6	-281	-80	8	2	2	Cc1ccc(-c2cc(-c3ccc4c(c3)OCO4)c(C#N)c(N)n2)o1	-2	-336	-1
-0.9	1	6	-1	-8	-4	-1	Cc1ccc[n+](CC(=O)Nc2cc(C(F)(F)F)ccc2N2CCOCC2)c1	-15	2	-8
0.1	-9	-48	-11	-1	-10	-1	CC(CC(=O)OCC(=O)Nc1ccc2[nH]c(=O)[nH]c2c1)c1ccccc1 (configuration not stated)	2	-13	4
-0.4	-4	10	4	-4	2	2	O=C(NCc1ccccc1F)c1ccc(S(=O)(=O)Nc2cccc(C(F)(F)F)c2)cc1	0	-1	-8
1.1	-10	-12	-10	-5	4	4	COc1cccc(N(C(=O)c2snc(C(N)=O)c2N)C(C(=O)NCC2CCCO2)c2c[nH]c3ccccc23)c1 (configuration not stated)	3	-8	2
1.4	-1	-136	-39	8	-3	12	Nc1ccc(O)cc1C(=O)OCC(=O)C12CC3CC(CC(C3)C1)C2	0	-108	-3
-0.5	6	-6	-1	6	-3	-5	CC(C)CCNC(=O)CN(C(=O)CCC(=O)Nc1nccs1)c1ccc2c(c1)OCCO2	6	-2	2
0.0	-3	-2	-1	-7	4	-4	COc1ccc(NC(=O)c2sc(=O)n(Cc3ccc(S(=O)(=O)N(C)C)cc3)c2C)cc1	9	1	-3
1.2	-1	-254	-76	-3	4	8	Nc1cc2nc[nH]c2cc1N	1	-70	-1
-0.3	9	-2	-1	nt	-2	nt	COc1ccc(S[C@]2(C(=O)N3CCN(C(C)=O)CC3)CC(=O)N[C@@H]2c2ccc(OC)cc2)cc1	-4	-1	2
-0.3	-2	10	4	-3	2	6	C/C(=N\NC(=S)NC1CCCCC1)c1cccc(C(F)(F)F)c1	-7	6	0
0.3	-3	-8	1	9	-3	11	COc1ccc(NC(=O)COC(=O)CC2CCCCC2)cc1	11	1	6
-0.1	13	-11	-7	1	-5	8	Cc1cc(C)n2[nH]c(=O)cc2n1	-8	-12	0
0.6	-14	8	-3	-1	-1	-12	CCCCN1C(Nc2ccccc2)=NC[C@@H]1CC(C)C	10	2	-4
-1.4	-4	4	-2	-11	-4	5	O=C(Nc1cccnc1)C1CCCN1S(=O)(=O)c1ccc(Cl)c(Cl)c1 (configuration not stated)	-5	0	8
0.6	-13	9	1	4	1	9	CCN(CC)c1ccc(NC(=O)C2CC3CCC2C3)cc1 (configuration not stated)	-4	2	-3
-0.2	-5	6	-2	14	-1	5	O=C(NCc1ccccc1Cl)NC(=O)c1csc([N+](=O)[O-])c1	-4	-1	6

The last 2 entries of the section before are carried over, then new ones follow:
KLK7 zymogen act	DDE Tn6 FP inh	ADAM10 inh	ADAM17 inh	ASAP1 GAP inh	LEDGF integ inh	ARFGAP1 inhibitor	Molecule	TDP2 inh	PLC-gamma1 inh	Tn7 DDE FP
0.6	-13	9	1	4	1	9	CCN(CC)c1ccc(NC(=O)C2CC3CCC2C3)cc1 (configuration not stated)	-4	2	-3
-0.2	-5	6	-2	14	-1	5	O=C(NCc1ccccc1Cl)NC(=O)c1csc([N+](=O)[O-])c1	-4	-1	6
-0.4	5	-2	-5	1	2	23	CC(C(=O)Nc1ccccc1C(=O)N1CCCC1)n1nnc2ccccc21 (configuration not stated)	1	0	-2
-0.2	-3	-1	-3	2	1	-2	O=C(NCC1CCCCC1)c1[nH]c(C(F)(F)F)nc1-c1ccccc1	1	1	-2
-0.6	-3	3	-7	0	-4	3	CCc1nn(CCCC(=O)N(C)Cc2ccccc2)c(=O)c2cc3occc3n12	1	-4	2
0.0	5	1	2	3	1	-11	COc1ccc(C)cc1COC(=O)c1[nH]c(C)c(C(C)=O)c1C	12	-6	-3
nt	2	5	2	nt	3	nt	O=C(OCC#CCSc1nnc(-c2ccccc2F)o1)c1ccc(F)cc1	6	-2	9
-0.4	-4	-4	0	14	2	-7	CC(C)OC(=O)/C(C#N)=C\c1cccnc1	-4	2	-3
2.0	-10	i	-223	-8	-2	3	Cc1ccc(C)c(-n2c(=O)c(C#N)cc3c(=O)n4ccccc4nc32)c1	-4	-105	3
0.3	1	-2	0	2	-4	-12	CCC(C)(C)NC(=O)CN(CC1CCCO1)C(=O)CNS(=O)(=O)c1ccccc1 (configuration not stated)	6	0	-2
0.6	5	-9	-3	-7	2	0	O=C(N/C(=C\c1ccco1)C(=O)N1CCOCC1)c1ccc([N+](=O)[O-])cc1	18	-10	-3
-0.1	-3	-3	-2	7	-2	5	CC(C)(C)OC(=O)CN1C(=O)NC2(CCCc3ccccc32)C1=O (configuration not stated)	12	1	-3
-0.1	-4	-9	-4	2	-2	-6	COc1ccc(N2CC(C(=O)N(CC(C)C)c3c(N)n(Cc4ccccc4)c(=O)[nH]c3=O)CC2=O)c(OC)c1 (configuration not stated)	19	-6	-1
-0.4	-8	-7	3	-6	-2	5	COC(=O)c1ccc(COC(=O)C(CCS(C)(=O)=O)N2C(=O)c3ccccc3C2=O)cc1 (configuration not stated)	1	-4	9
0.4	0	12	11*	-2	1	-7	CCC/C=C/c1ccc(CN2C(C(C)C)C(=O)N(Cc3cn(CCC4OCCO4)nn3)CCS2(=O)=O)cc1 (configuration not stated)	-17	4	-9
-0.1	4	1	-3	1	-1	-2	CCCn1c(CCc2ccccc2)nnc1SCC(=O)N1CCOCC1	1	-1	-1
0.4	0	-26	-7	-8	-1	-7	COc1ccc2cc(C(=O)NCCCN3CCCC3=O)[nH]c2c1	-5	-2	3
-0.3	1	-3	-3	-6	-4	-4	O=C(c1cccs1)N1CCC(c2nc3c(nnn3Cc3ccccc3)c(=O)[nH]2)CC1	-6	0	-4
-0.1&0.1	-1&-1	1&5	-7&-2	-7&-5	-3&2	7&-2	C=C[C@]1(C)C[C@@H](OC(=O)CSCCN(CC)CC)[C@]2(C)C(C)CC[C@]3(CCC(=O)[C@H]32)[C@@H](C)[C@@H]1O (some centres not stated)	6&7	3&-1	4&0
0.5	9	-6	-3	1	-1	7	COc1cc(NC(=O)C(=O)N2CCN(C)CC2)c(OC)cc1Cl	4	1	3
0.1	-7	-1	-6	2	2	-2	Cc1cnc(NC(=O)COc2ccccc2)s1	12	0	0
-0.6	6	-2	-3	-9	-3	-6	CC1=NN(C(=O)c2csc(C(C)C)c2)C(O)(C(F)(F)F)C1 (configuration not stated)	-3	-1	10
0.1	-2	-1	-2	-17	-5	-4	C#Cc1ccc(NC(=O)C2(C)CCN2C(=O)c2cc(C)n(C)n2)cc1 (configuration not stated)	3	2	11

Bioassay records (PubChem)
